Compound activity (PubChem)
TIM10 inh – growth inhibitors of isogenic TIM10 control yeast, primary screen, counter-screen for tim10-1 yeast inhibitor project, luminescence, uHTS; S. cerevisiae TIM10 strain growth, BacTiter-Glo luminescence, 24 h; inhibition, % at 10 µM; 1.4% of 330,000 active; AID 463195, 2010;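 active means inhibition of 40% or more at the single tested concentration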;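 further: wild-type TIM10 isogenic control strain grown at permissive 25 °C; 0% = DMSO yeast wells and 100% = minimal medium wells without yeast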
Mdm2-MdmX inh – inhibitors of human Mdm2-MdmX association, primary screen, cell-based, luminescence, split luciferase, SaOS-2, uHTS; inhibition, % at 8 µM; SaOS-2 split-luciferase Mdm2/MdmX complementation; 3% of 330,000 active;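 active means inhibition of at least 50% at 8 µM in the primary screen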
UPR XBP1 act – activators of adaptive XBP1 UPR arm, primary screen, cell-based, CHO-XBP1 luciferase reporter, luminescence, uHTS; 0.33% of 330,000 active; AID 463104, 2010; activation, % at 20 µM; IRE1-XBP1 UPR activation; percent of tunicamycin response, DMSO as zero;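 active means versus positive control, 20 µM dose yields 30% or more activation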;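 further: 100% = tunicamycin at 10 µg/mL and 0% = DMSO only wells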
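Material – CHO cell line with stable XBP1 luciferase reporter · Buffer or medium – F12 plus 10% FBS · Compound – single point, 20 µM final compound, 1% DMSO · Schedule – 16-18 h cell attachment at 37 °C, then 6 h compound exposure · Signal – Steady-Glo luminescence read · Benchmarks – high control tunicamycin 10 µg/mL final, low control DMSO vehicle only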
NLRP3 yeast inh – NALP3 inflammasome inhibitors in reconstituted yeast, primary screen, luminescence, uHTS. 0.39% of 330,000 active. inhibition, % at 10 µM. Yeast reconstituted NLRP3/ASC/caspase-1, beta-gal luminescence, 24 h;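 active means inhibition of 50% or more; inactive means inhibition below 50%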;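 further: plate controls were induced DMSO wells for no effect and uninduced yeast grown without galactose for full effect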
GRIN3A LBD mod – binders of NR3A ligand-binding domain, primary screen, biophysical, differential scanning fluorimetry, uHTS | Glutamate receptor ionotropic, NMDA 3A (GRIN3A) ligand-binding domain | NR3A LBD differential scanning fluorimetry, Tm shift; 0% = protein alone, 100% = glycine-bound protein | Tm shift relative to glycine control, % at 25 µM | 2.5% of 340,000 active | AID 1259313, 2017;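 active means melting temperature shift of at least 10% of the positive control shift, at one fixed dose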
CHOP UPR activ – activators of apoptotic CHOP UPR arm, primary screen, cell-based, CHO-CHOP luciferase reporter, luminescence, uHTS. activation, % at 10 µM. 0.34% of 330,000 active. UPR activation; percent of tunicamycin response over DMSO baseline;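 active means at 10 µM dose, activation of 40% or more, normalized to positive control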;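 further: 100% = tunicamycin at 10 µg/mL and 0% = DMSO alone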
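Evaluation: % reporter activation, DMSO baseline versus tunicamycin full activation; System: CHO-CHOP luciferase reporter cell line; Input: 500 cells/well; Incubation: 6 h compound treatment, 37 °C; Measured by: Steady-Glo luciferase luminescence; Dosing: one dose, 10 µM in 0.5% DMSO; Buffer or medium: F12 medium, 10% FBS; Benchmarks: positive tunicamycin 10 µg/mL, negative DMSO alone.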
tim10-1 inh – growth inhibitors of tim10-1 mutant yeast, primary screen, luminescence, uHTS; S. cerevisiae tim10-1 ts strain growth, BacTiter-Glo, 24 h; inhibition, % at 20 µM; 2.2% of 330,000 active;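 active means inhibition of at least 40%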;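 further: mutant grown at 25 °C; 0% = DMSO wells with yeast and 100% = wells holding no yeast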
APJ ag – agonists of human apelin receptor APJ, primary screen, CHO-K1 cells, PathHunter beta-arrestin, luminescence; P35414; 0% DMSO wells, 100% apelin; 0.11% of 330,000 active; AID 2520, 2010; activation, % at 20 µM;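 active means activation more than six SD over the plate average, tested at 20 µM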;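 further: 0% = DMSO alone and 100% = apelin-13 at 10 nM; some results filed as inactive read as strong as hits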
Target sequence (P35414 whole entry, looked up): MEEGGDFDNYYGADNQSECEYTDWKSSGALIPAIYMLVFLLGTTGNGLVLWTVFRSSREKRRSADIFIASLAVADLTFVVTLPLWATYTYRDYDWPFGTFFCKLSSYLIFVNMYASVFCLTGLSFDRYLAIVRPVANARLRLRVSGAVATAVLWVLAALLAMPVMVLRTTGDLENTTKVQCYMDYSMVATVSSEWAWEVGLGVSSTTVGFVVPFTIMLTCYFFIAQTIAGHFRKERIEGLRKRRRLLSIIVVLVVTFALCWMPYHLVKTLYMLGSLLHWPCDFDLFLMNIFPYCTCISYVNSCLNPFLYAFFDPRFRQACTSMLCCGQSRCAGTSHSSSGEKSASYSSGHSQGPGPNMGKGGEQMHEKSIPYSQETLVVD
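Test system – PathHunter CHO-K1 APJ (AGTRL-1) beta-arrestin reporter cells · Input – 1000 cells/well · Compound – single test compound dose, 20 µM final, 1% DMSO · Times – compound stimulation 90 min at 25 °C, detection 60 min · Technique – beta-gal luminescence · Read-out basis – APJ–arrestin association signal · Control set – negative DMSO alone, positive Apelin-13 at 10 nM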
tim23-1 inh – growth inhibitors of tim23-1 mutant yeast, primary screen, luminescence, uHTS. inhibition, % at 20 µM. S. cerevisiae tim23-1 growth, BacTiter-Glo luminescence, 24 h. 1.3% of 330,000 active. AID 463212, 2010;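 active means growth inhibition of the mutant yeast at or above 50%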;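 further: temperature-sensitive mutant grown at 25 °C; plate controls were DMSO-treated mutant yeast for no effect and medium wells lacking yeast for full effect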
The depositor's hits bear a star.

1. COc1ccc([C@@H]2[C@@H]3C(=O)N(C(C)(C)C)C(=O)[C@@H]3[C@]3(CC(C)C)C(=O)N(c4ccccc4)C(=O)N23)cc1
2. CC1CCN(CC(O)COc2ccc(OCC(O)CN3CCC(C)CC3)cc2)CC1 (stereo not drawn)
3. CC(=O)N/C(=C\c1ccc(F)cc1)C(=O)OCc1ccccc1
4. CCc1nnc(NC(=O)CSc2nnnn2-c2cccc(C(C)=O)c2)s1
5. CC(=O)c1ccc(N2CC(C)(C)C2=O)cc1
6. O=C(Nc1ccccc1)C1CC2CCCC(C1)C2=O (stereo not drawn)
7. O=C(O)c1cc(S(=O)(=O)NCC2CCCO2)ccc1Cl (stereo not drawn)
8. CC1CCc2sc(C(=O)Nc3ccc(N4CCOCC4)cc3)cc2C1 (stereo not drawn)
assay / entry,1,2,3,4,5,6,7,8
TIM10 inh,-10,-7,0,1,-9,13,9,3
Mdm2-MdmX inh,3,-11,-1,11,1,30,10,-2
UPR XBP1 act,2,-2,-3,-4,-4,1,-2,1
NLRP3 yeast inh,13,13,23,16,11,9,1,8
GRIN3A LBD mod,-2,0,-4,-2,-1,5,0,-3
CHOP UPR activ,-0.1,0.1,0.0,-1.5,-0.7,0.4,-1.6,-0.1
tim10-1 inh,-7,-9,1,4,11,13,11,11
APJ ag,-4,7,-2,-5,-1,0,1,-3
tim23-1 inh,-8,-3,-2,-9,14,12,5,17

9. Cn1c(CSc2ncccn2)nnc1SCC(=O)N1CCCC1
10. CCOc1ccccc1CNC(=O)CCCc1cn(C)c2ccccc12
11. OCC[C@@H]1C[C@@H](O)[C@H](O)[C@]2(OCc3ccccc32)O1
12. CCCc1cc(=O)n2nc(N3CCC(C(=O)NCc4ccc(C)o4)CC3)sc2n1
13. O=C(CSc1nncn1-c1ccccc1)Nc1ccc(N2CCOCC2)cc1
14. Cc1ccc(N=Nc2c(C)[nH]n(C(N)=S)c2=O)cc1
15. CC1Sc2ccc(C(=O)NCc3ccccn3)cc2NC1=O (stereo not drawn)
16. O=C(OCC(=O)c1ccc[nH]1)c1ccccc1
assay / entry,9,10,11,12,13,14,15,16
TIM10 inh,3,-19,5,-3,5,19,5,-13
Mdm2-MdmX inh,-1,0,-2,3,-5,-102,28,-59
UPR XBP1 act,0,-3,-1,-5,-1,2,2,0
NLRP3 yeast inh,20,16,18,15,12,21,-4,10
GRIN3A LBD mod,7,0,-2,0,-2,-16,2,0
CHOP UPR activ,0.3,2.7,-0.2,-1.0,-0.6,4.3,4.9,3.7
tim10-1 inh,-7,22,-8,0,17,34,15,2
APJ ag,-4,-5,-2,-2,-4,-1,-6,-4
tim23-1 inh,6,10,9,9,14,7,-5,7

17. COC(=O)C1=C(C)N(C)C(=S)N(C)C1c1ccc(OC)cc1 (stereo not drawn)
18. CC1(C)CC(NC2C3CC4CC(C3)CC2C4)CC(C)(C)N1 (stereo not drawn)
19. c1ccc(-c2nc(-c3ccncc3)no2)cc1
20. c1ccc2c(c1)CCc1c(-c3ccncc3)n[nH]c1-2
21. COc1ncnc2c1oc1nc(CC(C)C)c3c(c12)CC(C)(C)OC3
22. C/C(=N\NC(=O)CC1N=C(Cc2ccccc2)NNC1=O)c1ccccc1 (stereo not drawn)
23. CCOC(=O)CSc1nc2ccc(N)cc2s1
24. O=S(=O)(c1ccccc1)c1nc(-c2ccccc2)oc1N1CCCCC1
assay / entry,17,18,19,20,21,22,23,24
TIM10 inh,20,-5,3,8,15,0,3,20
Mdm2-MdmX inh,-6,10,-133,2,25,-8,16,7
UPR XBP1 act,-1,0,1,4,2,1,4,-2
NLRP3 yeast inh,-6,23,17,32,9,7,6,5
GRIN3A LBD mod,-2,2,-1,0,0,0,2,2
CHOP UPR activ,-1.8,1.4,5.5,5.2,0.3,0.1,1.1,-0.1
tim10-1 inh,12,-13,20,8,9,-5,-3,33
APJ ag,-2,1,1,1,-3,1,-2,-5
tim23-1 inh,16,12,10,40,31,3,3,38

25. COc1ccc(CN2CCN(c3ncnc4scc(-c5ccc(F)cc5)c34)CC2)cc1
26. CCN1CCN(c2oc(COc3ccc(-c4ccccc4)cc3)nc2C#N)CC1
27. Cc1ccc(NC(=O)c2cc(N3CCOCC3)nc3ccccc23)cc1
28. O=C(c1ccccc1)c1ccc2nc(N3CCCCC3)c3nncn3c2c1
29. CCN1CCN(CCCNC(=O)c2csc3c2CCCCC3)CC1
30. O=C(CN1C(=O)NC2(CCCc3ccccc32)C1=O)N1CCN(C(=O)c2ccco2)CC1 (stereo not drawn)
31. COc1cc2cc(C(=O)N3CCOCC3)cc(-c3ccc(C)cc3)c2cc1OC
32. CN(C)S(=O)(=O)N(CC(=O)Nc1ccccc1F)c1ccccc1
assay / entry,25,26,27,28,29,30,31,32
TIM10 inh,42*,3,-2,3,-8,5,-3,9
Mdm2-MdmX inh,4,26,55*,-13,2,7,19,8
UPR XBP1 act,1,-6,-2,-1,1,-1,-2,4
NLRP3 yeast inh,0,32,19,-13,-8,10,20,1
GRIN3A LBD mod,-5,8,-2,3,1,0,-4,-2
CHOP UPR activ,-1.1,-1.3,-2.8,0.8,-1.4,-2.9,1.1,1.3
tim10-1 inh,35,26,22,18,-16,7,16,18
APJ ag,-5,-2,-3,5,-3,-1,2,-2
tim23-1 inh,48,3,8,17,-2,5,15,19

Only NLRP3 yeast inh, CHOP UPR activ and tim10-1 inh, for some of the entries so far:
nr	SMILES	NLRP3 yeast inh	CHOP UPR activ	tim10-1 inh
27	Cc1ccc(NC(=O)c2cc(N3CCOCC3)nc3ccccc23)cc1	19	-2.8	22
28	O=C(c1ccccc1)c1ccc2nc(N3CCCCC3)c3nncn3c2c1	-13	0.8	18
29	CCN1CCN(CCCNC(=O)c2csc3c2CCCCC3)CC1	-8	-1.4	-16
30	O=C(CN1C(=O)NC2(CCCc3ccccc32)C1=O)N1CCN(C(=O)c2ccco2)CC1 (stereo not drawn)	10	-2.9	7
31	COc1cc2cc(C(=O)N3CCOCC3)cc(-c3ccc(C)cc3)c2cc1OC	20	1.1	16

The list goes on.
33. C=CCNC(=O)Cn1nc(-c2ccccc2)ccc1=O
34. CCOC(=O)c1ccc(NC(=O)Cn2cnc3cc(C)c(C)cc32)cc1
35. CN(C)CCCN(C(=O)c1ccc(S(=O)(=O)N(C)C2CCCCC2)cc1)c1nc2ccc(F)cc2s1
36. Cc1onc(-c2ccccc2)c1C(=O)NC(=S)Nc1sc2c(c1C#N)CCC(C)C2 (stereo not drawn)
37. CSc1cccc(NC(=S)N2CCC(N(C)C3CCCCCC3)CC2)c1
38. O=C(N/N=C/C(Cl)=C/c1ccccc1)c1ccccc1F
39. CCOC(=O)N1CCC(N(CCN(C)C)C(=S)Nc2ccccc2C)CC1
40. COC(C/C=C\C(=O)[C@H](C)OCc1ccccc1)OC
assay / entry,33,34,35,36,37,38,39,40
TIM10 inh,-4,4,7,36,4,4,-14,42*
Mdm2-MdmX inh,-3,20,34,25,22,-88,-23,-24
UPR XBP1 act,-5,0,2,1,-2,4,-1,-2
NLRP3 yeast inh,7,-2,18,9,9,42,8,5
GRIN3A LBD mod,-1,-3,1,-5,0,-33,-1,-7
CHOP UPR activ,-1.1,4.3,1.5,2.4,1.0,4.5,-1.4,3.0
tim10-1 inh,-10,3,37,38,-8,21,3,44*
APJ ag,-1,2,7,-6,-4,-3,5,1
tim23-1 inh,8,2,22,36,-7,51*,15,41

41. O=C(Cc1ccccc1)Nc1ccc2oc(-c3ccncc3)nc2c1
42. Cc1ccc(C#N)c(SCCN2CCCCC2)n1
43. CCCCC#Cc1ccc(C(=O)NNC(=O)Nc2cc(Cl)cc(Cl)c2)o1
44. COc1ccccc1NC(=O)C1=C(C)NC(=O)NC1c1ccccc1F (stereo not drawn)
45. CCC(C)C1NC(=S)N(Cc2ccccc2)C1=O (stereo not drawn)
46. CC(=O)N1CCC2(CC1)C(C#N)=C(N)Oc1n[nH]c(C(F)(F)F)c12
47. O=C(Nc1cccc(F)c1)/C(=C/c1ccco1)NC(=O)c1ccco1
48. CCCn1c(SCC(=O)Nc2cccc(Cl)c2Cl)n[nH]c1=O
49. O=C(CSc1nnc2scc(-c3ccccc3)n12)N1CCCc2ccccc21
assay / entry,41,42,43,44,45,46,47,48,49
TIM10 inh,-14,3,10,-4,-3,-5,0,6,6
Mdm2-MdmX inh,20,-2,24,-12,25,2,11,4,-18
UPR XBP1 act,0,2,-3,0,-2,2,-9,-1,0
NLRP3 yeast inh,37,7,1,17,15,13,17,12,12
GRIN3A LBD mod,3,1,7,-1,0,-3,0,-2,4
CHOP UPR activ,-2.0,-0.3,0.2,-2.1,-0.6,-0.9,-0.7,-1.3,-0.7
tim10-1 inh,0,-4,11,10,12,17,1,-3,34
APJ ag,6,-1,-2,-1,0,-2,0,-2,0
tim23-1 inh,7,1,10,10,17,26,7,24,22
